D2 potentiator: HTS Assay for Positive Allosteric Modulators of the Human D2 Dopamine Receptor: Primary Screen for Potentiators. D(2) dopamine receptor (Homo sapiens), P14416. HEK293 T-REx D2, calcium flux, EC20 dopamine potentiation. potentiation, % at 10 µM. 340,000 compounds, 0.34% hits. AID 485347, 2010;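 active = potentiation over 3 SD above the plate norm, cut at about 30% in these data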; note: 0% is about no effect
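Potentiation of an EC20 dopamine calcium response measured kinetically over 180 s, after a preceding 180 s compound-only read flagging agonists. Cells: inducible Hek293 Trex D2 line, 4000/well, cultured overnight at 30 C before dye loading.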
Vif-A3F inh: qHTS for Inhibitors of Vif-A3F Interactions: qHTS | AID 602313, 2012 | Potency, µM (top dose mostly 46.1 µM), for inactives: top-dose activity, negative = active | HeLa A3F-eYFP + Vif (tagged APOBEC3F with the HIV-1 protein that degrades it), YFP fluorescence increase | 390,000 compounds, 0.2% hits; note: potency is the fitted concentration of half-maximal effect; % of control where 0% means no effect; nearly all actives have a fitted effect of over 65% in size
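Fluorescence increase (Ex 488/Em 500-530) after overnight compound treatment at 37 deg C flags inhibition of Vif-driven A3F-eYFP loss in stable HeLa A3F-eYFP/Vif cells seeded overnight beforehand.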
D1 potentiator: Potentiators of Human D1 Dopamine Receptor: qHTS | HEK293 TREx D1 cells, calcium flux, dopamine EC20 potentiation | potentiation, % at 10 µM | 360,000 compounds, 0.036% hits; in the data active = potentiation above about 30%; note: 0% is about no effect
Target sequence (P21728 whole entry, looked up): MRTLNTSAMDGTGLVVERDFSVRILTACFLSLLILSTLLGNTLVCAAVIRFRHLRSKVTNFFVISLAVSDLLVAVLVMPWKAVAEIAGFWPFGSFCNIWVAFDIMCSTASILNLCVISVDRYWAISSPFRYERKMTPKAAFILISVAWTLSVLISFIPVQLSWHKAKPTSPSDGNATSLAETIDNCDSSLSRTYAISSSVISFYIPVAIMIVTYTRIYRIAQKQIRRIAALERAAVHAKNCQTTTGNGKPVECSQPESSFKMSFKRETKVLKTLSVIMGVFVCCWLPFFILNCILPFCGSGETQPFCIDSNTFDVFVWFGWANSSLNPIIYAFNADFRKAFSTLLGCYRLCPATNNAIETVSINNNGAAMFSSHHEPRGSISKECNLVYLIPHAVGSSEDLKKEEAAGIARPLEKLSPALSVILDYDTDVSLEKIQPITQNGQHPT
LDHA inh: qHTS assay for inhibitors of human lactate dehydrogenase; L-lactate dehydrogenase A chain (Homo sapiens), P00338; purified LDHA, NADH/diaphorase-resazurin fluorescence; active compounds read low; activity change, % (values are at about 110 or 230 µM); 480,000 compounds, 0.15% hits; in the data active = activity change below about -30%; inconclusive = mostly about -25% to -30%;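 note: plate controls were DMSO wells for no effect and wells without enzyme for full effect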
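Human LDH5 at 2 nM final in Tris HCl pH 7.4 with 0.06 mM NADH and 0.2 mM pyruvate, reacted 5 minutes at room temperature. Remaining NADH coupled via diaphorase/resazurin; resorufin fluorescence read at 0 and 20 minutes, normalized to enzyme-free and DMSO wells.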
Glioma ERSR ind: qHTS for Inducers of the Endoplasmic Reticulum Stress Response (ERSR) in Human Glioma: qHTS; U87-MG GRP78 promoter luciferase reporter, 16 h; Potency, µM, for the others: top-dose activation, actives largely listed as activators; 420,000 compounds, 0.02% hits; AID 602332, 2012; note: potency is the fitted concentration of half-maximal effect; series mostly up to about 76 µM; % of control where 0% means no effect; nearly all actives have a fitted effect of over 35% in size
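ERSR induction read as luciferase luminescence (Bright-Glo, 10 min at room temperature) in stably transfected human U87-MG glioma cells exposed to compounds for 16 h, using GRP78 as sensor.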
Vif-A3G inh: qHTS for Inhibitors of Vif-A3G Interactions: qHTS; HeLa A3G-eYFP + Vif (tagged APOBEC3G with the HIV-1 protein that degrades it), YFP fluorescence, overnight; Potency, µM (highest dose often 46.1 µM), inactives show top-dose activity, negative = active, actives largely listed as inhibitors; 410,000 compounds, 0.076% hits;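 note: potency is the fitted concentration of half-maximal effect; % is set by controls: 0 for no effect and ±100 for the full control effect; nearly all actives have a fitted effect of over 60% in size; hits raise eYFP signal because A3G escapes Vif-driven loss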
Target sequence (Q9HC16 whole entry, looked up): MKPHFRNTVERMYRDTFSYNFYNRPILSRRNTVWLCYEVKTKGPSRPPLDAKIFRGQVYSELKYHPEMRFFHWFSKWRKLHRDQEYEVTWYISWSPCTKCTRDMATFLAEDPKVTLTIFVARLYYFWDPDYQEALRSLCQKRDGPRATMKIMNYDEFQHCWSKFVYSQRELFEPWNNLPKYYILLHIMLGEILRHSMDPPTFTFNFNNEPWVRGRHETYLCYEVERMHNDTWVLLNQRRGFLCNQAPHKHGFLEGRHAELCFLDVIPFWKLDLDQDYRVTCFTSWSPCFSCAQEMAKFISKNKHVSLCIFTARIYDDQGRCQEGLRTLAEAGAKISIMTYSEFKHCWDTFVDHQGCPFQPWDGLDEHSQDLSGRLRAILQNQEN
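Read-out is eYFP fluorescence (Ex 488/Em 500-530) from Vif-expressing HeLa A3G-eYFP cells; more signal means A3G escaped Vif-mediated degradation. Cells plated overnight, compound pinned in, incubated overnight at 37 deg C.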
D1 ag: Allosteric Agonists of the Human D1 Dopamine Receptor: qHTS. D(1A) dopamine receptor (Homo sapiens), P21728. HEK293 T-REx D1 cells, calcium flux, agonist mode. activation, % at 2 µM. 360,000 compounds, 1% hits; in the data active = activation above about 30%; note: 0% is about no effect
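Inducible HEK293 T-REx D1 cells, force-coupled to calcium signalling, were plated at 4000 cells/well with tetracycline and held overnight at 30 C. After no-wash calcium dye loading, compound-evoked calcium rise over 180 s flagged agonists.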
D1 antag: Antagonist of Human D 1 Dopamine Receptor: qHTS | AID 504652, 2011 | D(1A) dopamine receptor (Homo sapiens), P21728 | HEK293 TREx D1 cells, calcium flux, dopamine EC80; active compounds read low | 360,000 compounds, 3.2% hits | activity change, negative = inhibition, % at 10 µM; in the data active = activity change below about -30%; note: % is set by controls: 0 for no effect and ±100 for the full control effect
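HEK293 T-REx cells expressing inducible, force-coupled D1 receptor; no-wash Ca dye, 30–90 min RT. Cmpd → 180 s read at 1 Hz → EC80 DA → 180 s read.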
RXFP1 agonist: qHTS Assay for Agonists of the Relaxin Receptor RXFP1. HEK293T-RXFP1 cAMP TR-FRET, 30 min; response scale: percent of porcine relaxin response, buffer zero. Potency, µM (highest dose often 57.5 µM), for inactives: at the top dose activation, actives largely listed as activators. 370,000 compounds, 0.3% hits. AID 2676, 2010; note: potency is the fitted concentration of half-maximal effect; % is set by controls: 0 for no effect and ±100 for the full control effect; nearly all actives have a fitted effect of over 60% in size; many of its hits are not listed in these tables
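Agonist response is measured as cAMP accumulation in an RXFP1-transfected HEK293T line under PDE4 inhibition. Values are scaled between buffer-only and 29 nM porcine relaxin, and EC50s come from standard Hill equation fits.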
* marks the source's active call; other numbers are inactive results; u = inconclusive; x = no result given; & = joins results of further samples. Unless noted, calls come from the whole dose curve; as a rule, active = well fitted curve in the direction sought with a large enough effect; inconclusive = small, poorly fitted or top-dose-only effect, or another doubt; inactive = no such curve, though single readings can be large; an effect the other way counts as inactive or inconclusive. Not all compounds are listed. The share of hits here may be higher or lower than overall.

SMILES | D2 potentiator | Vif-A3F inh | D1 potentiator | LDHA inh | Glioma ERSR ind | Vif-A3G inh | D1 ag | D1 antag | RXFP1 agonist
COc1ccc(C(=O)Nc2ccc(OC)c([N+](=O)[O-])c2)cc1Br | -6 | -7% | 2 | -10 | -5% | -7% | 1 | -9 | -0.5%
Cn1cnnc1SC(C(=O)Nc1ccc(F)cc1)c1ccccc1 (configuration not stated) | 16 | -3% | 4 | -7 | 0% | -1% | 4 | -2 | 0.0%
Cc1ccc(-c2cn3cccnc3n2)cc1 | 13 | 7% | 0 | -10 | -5% | 0% | 0 | -11 | 15%
CCn1cc(CN2CCC(n3nccc3NC(=O)Cc3ccccc3)CC2)c(C)n1 | 6 | 2% | -6 | -4 | -2% | -1% | 5 | -10 | 2.4%
COc1cc2cc(Oc3ccc4ccc(=O)oc4c3)c(=O)oc2cc1OC1OC(COC(=O)CC(C)(O)CC(=O)O)C(O)C(O)C1O (configuration not stated) | -2 | 8% | 5 | -6 | -4% | -2% | -3 | 3 | 4.5%
C[C@@H](CC#N)CN1CC[C@H](C(C)(C)C)CCC1=O | 5 | 1% | -4 | -4 | 3%&-2% | 1%&-5% | 2 | -4 | 0.6%
Cc1cc(O)c(C(c2ccccc2)N2CCN(c3ccccc3F)CC2)c(=O)n1Cc1ccco1 (configuration not stated) | -22 | -17% | -5 | -9 | -4% | -4% | 1 | -28 | 2.9%
CC(NC(=O)COC(=O)CCc1nc2ccccc2c(=O)[nH]1)c1ccccc1 (configuration not stated) | 5 | -8% | 6 | -3 | -2% | 0% | 1 | 3 | -1.9%
CCN(CC)C(=O)c1ccc2c(c1)N(Cc1ccc(C(F)(F)F)cc1)C(=O)c1ccccc1S2 | -15 | -9% | 0 | 1 | -3% | -8% | 4 | 8 | -0.2%
CCc1nc(C)ccc1OC(=O)C12CC3CC(CC(C3)C1)C2 | 20 | -2% | 9 | 0 | -3% | 0% | 2 | 7 | 2.2%
Cc1ccc(C)c(N2CCN(S(=O)(=O)c3c(C)noc3C)CC2)c1 | -1 | 0% | 7 | -3 | -2% | 2% | 2 | -13 | 4.3%
CCCCN1C(=O)C(=O)N(CC(=O)Nc2cccc(C(C)=O)c2)C1=O | 9 | -1% | -1 | -5 | 0% | 1% | 3 | 4 | 1.2%
Cc1cc(C)c(C)c(S(=O)(=O)N2CCC(C(=O)OCC(=O)N3c4ccccc4NC(=O)C3(C)C)CC2)c1C | 7 | -6% | 1 | 0 | -4% | -2% | -1 | -12 | 0.6%
Cc1ccc(N=C(NOCc2ccc(Cl)cc2Cl)c2nonc2N)c(C)c1 | 3 | -5% | -6 | 1 | -2% | -10% | 9 | -7 | 0.5%
C/C=C(/C)C(=O)O[C@@H]1Cc2c(ccc3ccc(=O)oc23)OC1(C)C | x | 6% | x | 0 | 0% | -7% | x | x | x
O=C(CSc1nc2ccccc2n1-c1ccccc1)Nc1ncc(Cl)cc1Cl | 12 | 11% | 7 | -2 | -1% | 1% | 5 | 13 | 2.1%
O=C(Cc1cccs1)Nc1ccccc1 | 3 | -4% | -5 | -3 | 3% | 1% | 5 | -2 | 0.5%
CCC(=O)Nc1ccc(-c2cc(-c3ccccc3)nc(-c3ccc(NC(=O)CC)cc3)n2)cc1 | 11 | u | -1 | -2 | -1% | -26% | 3 | 14 | 10%
COc1ccc(C2CC(=O)n3c(nc4ccccc43)S2)cc1OC (configuration not stated) | 7 | 2% | -7 | -7 | -1% | 3% | 4 | -27 | -0.7%
COc1cc(CNn2c(C)n[nH]c2=S)cc(Cl)c1OCc1ccccc1 | 3 | -1% | -4 | -2 | -2% | 1% | 28 | -15 | 0.3%
COc1ccc(-c2ncc(CN3CCC(CO)(Cc4cccc(OC)c4)CC3)cn2)cc1 | 1 | 3% | 6 | -7 | 2% | 1% | 39* | -1 | -3.3%
COc1ccc(NS(=O)(=O)c2ccc(OC)c(OC)c2)cc1OC | -6 | -5% | 1 | -7 | -2% | 7% | 0 | -7 | 0.1%
O=C1CC(c2ccccc2)Cc2[nH]c(=O)c(-c3nc(-c4ccc(Cl)c(Cl)c4)cs3)cc21 (configuration not stated) | -6 | u | 0 | -12 | -3% | u | -1 | 9 | 11%
C/C(=N/NC(=S)Nc1ccccc1)c1ccc2c(c1)OCO2 | 3 | u | -3 | 0 | 3% | -2% | 9 | -23 | 0.8%
CCc1ccc(/C=N/NC(=O)c2cc(-c3ccccc3OC)nc3ccccc23)s1 | -10 | 7% | -2 | -4 | -4% | -1% | 3 | -11 | 2.0%
O=C(c1cccnc1)N1C2C=CC(C2)C1(C(F)(F)F)C(F)(F)F (configuration not stated) | 6 | 4% | -7 | -4 | -6% | 1% | 1 | -15 | 0.8%
O=C(Nc1ccc(-c2nc3cc(Cl)ccc3o2)cc1)c1cc(Br)ccc1Cl | -1 | 0% | -1 | -13 | 4% | 0% | 5 | -9 | 7.2%
COc1cccc(CNCc2cccc(OC)c2O)c1O | x | 2% | x | 19 | -4% | -5% | x | x | x
C[n+]1ccc(C(=O)N/N=C/c2ccco2)cc1 | 3 | -8% | -4 | -4 | -4% | 2% | 2 | 9 | -0.8%
C[C@]12c3[nH]c4ccccc4c3CCN1C(=O)C(CC(=O)NCc1cccc(C(F)(F)F)c1)C[C@@H]2C(=O)N1CCOCC1 (some centres not stated) | x | 8% | x | 3 | 0% | 1% | x | x | x
CCOc1ccc(C2C(C(=O)OC)=CN(CCOC)C=C2C(=O)OC)cc1 | 14 | 0% | -3 | 4 | -2% | 2% | -4 | 0 | 5.2%
Cn1ccnc1SCc1cccc([N+](=O)[O-])c1 | x | 11% | -6 | -5 | 0% | 0% | 0 | -2 | 17%
COc1cc(C(=O)OCC(=O)c2cc(C)n(CC3CCCO3)c2C)cc(OC)c1C (configuration not stated) | -3 | -8% | -1 | 0 | -1% | -5% | 4 | -2 | 1.0%
COCCCNC(=O)c1cc(C)nn1-c1ccccc1 | 5 | 5% | 0 | -4 | 3% | 0% | 1 | -5 | 1.6%
Cc1ccccc1C(=O)NCc1nnc(SCC(=O)N2CCN(c3ccccc3)CC2)n1C | 0 | -1% | -2 | -9 | -6% | 1% | 1 | 0 | 0.4%
O=C(NC1CCC(O)CC1)c1cccnc1Sc1ccccc1Cl (configuration not stated) | 11 | -11% | 4 | -11 | -3% | 4% | 2 | -13 | 0.4%

Looked up above:
O=C(Nc1ccc(-c2nc3cc(Cl)ccc3o2)cc1)c1cc(Br)ccc1Cl @ RXFP1 agonist = 7.2%
O=C(NC1CCC(O)CC1)c1cccnc1Sc1ccccc1Cl (configuration not stated) @ LDHA inh = -11

The list continues.
SMILES | D2 potentiator | Vif-A3F inh | D1 potentiator | LDHA inh | Glioma ERSR ind | Vif-A3G inh | D1 ag | D1 antag | RXFP1 agonist
CC(C)c1nnc(N2C(=O)c3oc4ccccc4c(=O)c3C2c2ccccc2F)s1 (configuration not stated) | 10 | 0% | 0 | 0 | 1% | 4% | -1 | 5 | 2.2%
Cc1cc(C)c(C#N)c(SCC(=O)c2ccccc2)n1 | -5 | -25% | -8 | 2 | -3% | -15% | 0 | -29 | 0.8%
CN1CCN(CC(=O)Nc2c(C#N)cnn2-c2ccccc2)CC1 | -13 | -20% | -4 | -2 | -3% | -4% | 4 | 24 | 0.3%
COc1ccc(N(C(=O)CCl)C(C(=O)NCCc2ccccc2)c2cccs2)cc1 (configuration not stated) | 16 | u | -4 | -4 | -14% | -25% | 1 | 6 | 4.9%
Cc1ccc(S(=O)(=O)c2cc(C#N)c(=O)[nH]c2N)cc1 | x | 1% | x | -7 | -4% | 2% | x | x | 0.2%
O=C(CSc1nnc(NC(=O)c2c(F)cccc2Cl)s1)Nc1ccccc1F | 7 | -4% | -6 | -4 | 3% | -9% | 2 | -3 | -2.2%
CCc1cccc(N(CC(=O)NC2CCCCC2)C(=O)c2csnn2)c1 | -5 | -8% | -1 | 1 | -1% | -3% | 0 | 15 | -5.6%
CCCN(CC(=O)Nc1ccccc1C)C(=O)c1oc2ccc(OCC)cc2c1C | -2 | -5% | -5 | -4 | -3% | 1% | -1 | 13 | 1.6%
CC(=O)NC1CC2CCCC(C1)N2C(=O)Nc1ccccc1C (configuration not stated) | x | 0% | x | -7 | -2% | 4% | x | x | x
Cc1ccccc1-n1nc(C)c2c(C(=O)NN)cc(-c3ccncc3)nc21 | -13 | 6% | -3 | -2 | -2% | -4% | 1 | -6 | 3.7%
CCOc1ccc(NC(=O)c2cccc(-n3cnnn3)c2)cc1 | 0 | 7% | 0 | -6 | -1% | 2% | -1 | 4 | 0.1%
O=C(Nc1cccc(-c2cn3c(n2)SCC3)c1)c1ccc2c(c1)OCO2 | 3 | 0% | 3 | 0 | -6% | -7% | -1 | 16 | 2.6%
COc1ccc(NC(=O)CCc2nc(-c3ccccc3F)no2)cc1 | 0 | -1% | -4 | -8 | 1% | -18% | 11 | -19 | 0.4%

Structures shown so far containing bromine:
SMILES | D2 potentiator | Vif-A3F inh | D1 potentiator | LDHA inh | Glioma ERSR ind | Vif-A3G inh | D1 ag | D1 antag | RXFP1 agonist
COc1ccc(C(=O)Nc2ccc(OC)c([N+](=O)[O-])c2)cc1Br | -6 | -7% | 2 | -10 | -5% | -7% | 1 | -9 | -0.5%
O=C(Nc1ccc(-c2nc3cc(Cl)ccc3o2)cc1)c1cc(Br)ccc1Cl | -1 | 0% | -1 | -13 | 4% | 0% | 5 | -9 | 7.2%
